MEX-5 binding = C. elegans MEX-5 TCR-2 RNA binding activity | Q9XUB2 | activity score (negative = inhibition of binding), % at 10 µM | 0.38% of 300,000 active | MEX-5/FITC-TCR2 RNA binding, fluorescence polarization; stronger effect = lower value;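 active means inhibition past about -25% in most replicates, and total fluorescence under double the plate's negative control median, limit read from the data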;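 further: 0% = DMSO and -100% = 5 µM competing unlabeled TCR2 RNA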
GLD-1 TGE inh = GLD-1-TGE RNA interaction inhibition (C. elegans) | Q17339 | purified GLD-1 + fluorescein TGE RNA, fluorescence polarization | inhibition, % at 5.96 µM | 0.44% of 320,000 active;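 active means percent inhibition above a per-plate cutoff, the plate mean of test compounds plus 3 SD, cut at about 30% in these data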;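 further: 0% = DMSO wells with GLD-1 and probe and 100% = wells lacking GLD-1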
CR mimetic SO = yeast age-related superoxide inhibition as caloric restriction mimetic; S. cerevisiae aged cells, superoxide DHE fluorescence; stronger effect = lower value; 0.18% of 330,000 active; superoxide response (% of plate mean), % at 10 µM; AID 2690;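 active means superoxide response under a set limit, about three screen SD below normal, cut at about 65% in these data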;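 further: yeast aged for seven days with compound at 30 °C before DHE staining; 100% = average MFI of all compound-treated wells on the plate with controls excluded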
AGP1-GFP MLPCN = modulators of TOR pathway AGP1-GFP in S. cerevisiae | S. cerevisiae AGP1-GFP multiplex flow cytometry, 3 h; GFP as percent of DMSO wells | GFP response vs DMSO, % at 10 µM | 0.02% of 320,000 active;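 active means GFP response relative to DMSO above a set limit, near screen average plus 3 SD, cut at about 150% in these data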;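 further: median GFP channel fluorescence of the gated AGP1 strain per well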
GRK2 aptamer HTS = blocks RNA aptamer binding to human GRK2 | 0.59% of 330,000 active | P25098 | inhibition of aptamer binding, % at 10 µM | AID 488847 | bead flow cytometry, FAM-aptamer displacement from GRK2;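 active means inhibition of aptamer binding above 40%, roughly 3 SD of noise, on plates passing a quality check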;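 further: median bead fluorescence of bound FAM aptamer so fluorescent compounds give negative values; no value below 0 was filed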
Target sequence (P25098 whole entry, looked up): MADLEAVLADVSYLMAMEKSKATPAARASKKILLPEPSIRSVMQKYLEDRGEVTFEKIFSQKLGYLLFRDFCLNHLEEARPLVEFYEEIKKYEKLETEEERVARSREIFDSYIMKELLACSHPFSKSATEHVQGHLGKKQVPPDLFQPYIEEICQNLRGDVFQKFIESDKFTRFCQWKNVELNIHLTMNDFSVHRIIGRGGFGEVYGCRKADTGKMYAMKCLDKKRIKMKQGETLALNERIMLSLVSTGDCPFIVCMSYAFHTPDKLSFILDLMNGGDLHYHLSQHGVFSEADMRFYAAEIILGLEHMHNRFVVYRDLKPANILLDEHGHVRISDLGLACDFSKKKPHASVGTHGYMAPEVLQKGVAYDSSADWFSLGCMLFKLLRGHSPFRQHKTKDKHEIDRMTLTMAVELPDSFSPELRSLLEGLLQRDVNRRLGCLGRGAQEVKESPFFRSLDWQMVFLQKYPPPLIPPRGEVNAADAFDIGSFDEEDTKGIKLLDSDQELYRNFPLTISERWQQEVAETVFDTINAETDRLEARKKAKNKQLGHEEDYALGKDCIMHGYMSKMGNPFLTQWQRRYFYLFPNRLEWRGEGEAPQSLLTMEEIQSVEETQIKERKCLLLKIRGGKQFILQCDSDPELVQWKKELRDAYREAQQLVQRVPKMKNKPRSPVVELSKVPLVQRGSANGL
MCL1 BIM primary = disrupts human MCL1 binding to BIM-BH3 peptide; GST-MCL1 / FITC-Bim-BH3 fluorescence polarization; inhibition, % at 10.9 µM; Q07820; 0.68% of 320,000 active;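 active means inhibition above the mean inhibition of all tested compounds plus 3 SD, set per campaign, cut at about 40% in these data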;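 further: 0% = DMSO wells and 100% = unlabeled Bim-BH3 peptide control; higher means more loss of mP so more displacement of Bim peptide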
Target sequence (Q07820 whole entry, looked up): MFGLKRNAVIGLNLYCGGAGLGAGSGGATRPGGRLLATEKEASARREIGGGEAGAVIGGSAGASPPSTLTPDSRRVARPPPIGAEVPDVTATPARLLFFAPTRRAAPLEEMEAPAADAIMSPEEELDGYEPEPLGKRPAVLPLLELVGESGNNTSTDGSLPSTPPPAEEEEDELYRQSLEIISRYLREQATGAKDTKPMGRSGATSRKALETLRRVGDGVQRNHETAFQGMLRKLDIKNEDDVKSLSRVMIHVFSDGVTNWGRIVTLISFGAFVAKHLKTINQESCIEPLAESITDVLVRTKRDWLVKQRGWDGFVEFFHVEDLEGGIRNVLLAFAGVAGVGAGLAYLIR
CIT2-GFP yeast = modulators of TOR pathway CIT2-GFP in S. cerevisiae. S. cerevisiae CIT2-GFP strain, flow cytometry, 3 h; 100 means same as DMSO wells. GFP response vs DMSO, % at 10 µM. 0.065% of 320,000 active. AID 2029;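 active means GFP response relative to DMSO above a set limit, near the screen mean plus 3 SD, cut at about 150% in these data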;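 further: ratio of well median GFP fluorescence to mean of DMSO wells on the plate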
BCLXL inh = inhibitors of human Bcl-xL; Q07817; GST-Bcl-xL / FITC-Bim BH3 peptide fluorescence polarization; inhibition, % at 10.9 µM; 0.7% of 320,000 active;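 active means inhibition above the mean of all tested compounds plus 3 SD, cutoff set per campaign, cut at about 30% in these data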;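 further: 0% = DMSO wells and 100% = unlabeled Bim-BH3 peptide competitor; inhibitors lower millipolarization by displacing the labeled peptide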
VLA-4 inh = inhibition in a human VLA-4 binding assay; VLA-4 expressing cells, ligand binding flow cytometry; inhibition, % (about 7 µM as worked out from the volumes in the protocol); 0.2% of 330,000 active; in the data active means inhibition above about 50%
* hit, by the source's call; . = not tested or not shown; [ ] = dose if it differs, or a comment.

SMILES	MEX-5 binding	GLD-1 TGE inh	CR mimetic SO	AGP1-GFP MLPCN	GRK2 aptamer HTS	MCL1 BIM primary	CIT2-GFP yeast	BCLXL inh	VLA-4 inh
Cc1nc2ccc(NC(=O)c3ccc(S(=O)(=O)N(C)c4ccccc4)cc3)cc2s1	5.2	7	104	105	0	4	98	7	20
COc1ccc(CCNC(=O)C/C(C)=N/NC(=O)C23CC4CC(CC(C4)C2)C3)cc1OC	0.4	4	107	95	5	4	101	3	6
CCOc1ccc(/C=N/N(C)c2ccccc2)cc1OC	0.4	0	96	94	0	-1	94	3	10
COc1ccc(/C=C(/NC(=O)c2ccccc2)C(=O)NC2CCS(=O)(=O)C2)cc1 (centres undefined)	1.7	0	98	103	1	1	99	0	-2
Cc1ccc(S(=O)(=O)N2CCN(CC(=O)Nc3ccnn3C3CCCC3)CC2)cc1	.	0	94	102	0	-2	102	4	8
O=[N+]([O-])c1cc(C(F)(F)F)ccc1Oc1cccnc1[N+](=O)[O-]	-0.1	3	116	107	0	7	107	0	17
CCCCNc1c(-c2ccc(SC(C)CC)c(OC)c2)nc2ccc(C)cn12 (centres undefined)	1.9	4	87	87	1	37	84	13	-43
COC(=O)C(CC(=O)c1ccccc1)CC(=O)c1ccccc1	2.5	5	99	97	0	3	91	3	5
O=C(CCl)NC(=O)NC12CC3CC(CC(C3)C1)C2	-4.0	-4	88	101	0	9	74	4	0
C/C(=N/NC(=O)C1COc2ccccc2O1)c1ccco1 (centres undefined)	0.6	1	105	100	0	-1	106	0	16
Cc1c(C)c(C)c(CN2CCSCC2)c(C)c1C	1.5	-5	101	108	0	24	99	5	18
COc1ccccc1NC(=O)CCc1nc2ccccc2s1	-0.7	-4	86	98	1	-2	93	0	9
CC1(C)CC(=O)C(C=NCCCn2ccnc2)=C(O)C1	0.2	1	103	109	0	3	107	4	15
NC(=S)n1[nH]c(-c2ccc([N+](=O)[O-])cc2)c(N=Nc2ccc(O)cc2)c1=O	-3.2	-3	104	100	1	9	107	10	-20
O=C(N/N=C/c1sc(N2CCOCC2)nc1-c1ccccc1)c1cccc(S(=O)(=O)N2CCOCC2)c1	5.3	-44	92	100	1	-20	88	-4	-7
O=C(COC(=O)c1cncc(Br)c1)NC1CC1	-2.4	6	102	102	12	-1	.	1	0
CC1CCc2c(sc(/N=C/N(C)C)c2C#N)C1 (centres undefined)	-0.7	8	95	94	3	3	96	-2	11
O=C(Nc1ccc(C(=O)NCc2ccccc2)cc1)C1=CSCCO1	-1.7	-7	86	99	0	-2	103	1	7
Cc1ccc(N=C2c3ccccc3C(=O)C2[N+](=O)[O-])cc1C (centres undefined)	-1.9	1	93	85	3	-2	92	6	-7
Cc1ccc(C)c2[nH]c(=O)c(CN(CC3CCCO3)C(=O)NC3CCCCC3)cc12 (centres undefined)	3.8	-1	90	112	0	2	101	7	-12
CCCCOC(=O)c1ccc(NC(=O)Nc2ccc(OC)c(OC)c2)cc1	1.8	9	103	83	1	6	85	4	19
O=C(Nn1cnc2ccccc2c1=O)c1c(F)cccc1F	1.4	3	108	105	0	6	102	7	-2
Cc1scc(C(=O)NNC(=S)NCC2CCCO2)c1C (centres undefined)	-2.4	-6	88	110	2	1	101	-5	-4
COCCCNC(=S)NNC(=S)Nc1ccc(OC)cc1	-0.7	-6	82	95	0	14	90	16	10
CC1CN(CCC(=O)Nc2ccc3c(c2)CCC3)CC(C)O1 (centres undefined)	1.5	5	101	97	0	3	97	4	6
The listing continues.
SMILES	MEX-5 binding	GLD-1 TGE inh	CR mimetic SO	AGP1-GFP MLPCN	GRK2 aptamer HTS	MCL1 BIM primary	CIT2-GFP yeast	BCLXL inh	VLA-4 inh
CC1(C)C2([N+](=O)[O-])CN3CC1([N+](=O)[O-])CN(C2)C3c1ccccc1 (centres undefined)	-8.7	2	111	105	1	1	100	2	9
Cc1ccc(-c2ccc(SCC(=O)c3ccccc3)nn2)cc1	-1.1	1	102	90	5	17	102	7	21
Cc1cccc(C)c1NC(=O)CNC(=O)COC(=O)c1ccc(Cl)s1	.	9	94	80	1	.	85	.	5
COc1ccc(OC)c(NC(=O)C2CCN(S(=O)(=O)c3ccc4c(c3)CC(C)N4C(C)=O)CC2)c1 (centres undefined)	2.8	4	96	106	0	1	106	3	-5
COc1ccc(CCNC(=O)c2csc3c2CCCC3)cc1	0.2	-4	96	80	1	9	76	3	-10
CCC(C(=O)NC1CCCC1)N(C(=O)c1snc(C(N)=O)c1N)c1ccc2c(c1)OCCO2 (centres undefined)	1.2	4	99	98	0	2	99	2	1
Cc1ccccc1NC(=O)CN1C(=O)NC(C)(c2ccc3c(c2)OCO3)C1=O (centres undefined)	0.7	1	116	100	1	-5	97	4	3
COc1ccc(-n2ccnc2SCC(=O)NCc2ccc(F)cc2)c(OC)c1	3.7	1	93	103	0	1	98	0	6
O=C(N/C(=C\c1ccc(Br)cc1)C(=O)N1CCOCC1)c1ccc(Br)o1	2.0	-1	88	106	0	5	108	1	-2
COc1ccc2cc(Br)ccc2c1CC(=O)NCCCN1CCOCC1	2.8	3	107	.	1	6	.	3	10
CCCCn1c(=O)c(CCC(=O)OCC(=O)NC(=O)NCCOC)nc2ccccc21	3.8	3	100	108	4	6	103	7	10
Cc1cc(C(=O)NCCc2ccccc2)ccc1[N+](=O)[O-]	-1.8	-1	105	88	6	5	89	3	-2
Cc1ccc(C)c(NS(=O)(=O)c2cc(C(=O)NCc3ccccn3)ccc2Cl)c1	3.0	2	101	97	0	9	97	0	3
O=C(NNC(=S)NC(=O)c1ccc(Br)cc1)c1ccc([N+](=O)[O-])cc1	-1.1	11	104	97	2	10	94	4	-4
COP(=O)(OC)c1nc(-c2cccc3ccccc23)oc1N1CCOCC1	0.1	-7	98	95	4	6	92	1	-6
C=CCNC(=O)c1c(N)n(-c2ccc3c(c2)OCO3)c2nc3ccccc3nc12	0.3	11	99	99	1	6	98	3	9
O=C(Nc1ccnn1C1CCN(C/C=C/c2ccccc2)CC1)C1CCCC1	-1.5	1	91	98	0	1	95	2	1
CC(NC(=O)CC1CCCCC1)c1ccccc1 (centres undefined)	2.8	11	98	96	0	14	94	5	5
O=c1c2[nH]c3ccccc3c2ncn1Cc1ccccn1	-3.0	-3	98	103	2	7	99	9	15
COC(=O)c1cn(-c2ccc(F)cc2)c(=O)c2ccccc12	-0.1	2	96	94	0	2	92	6	8
CC1CCCCC12NC(=O)N(CC(=O)OCc1ccc(Br)cc1)C2=O (centres undefined)	.	5	129	84	0	-11	84	-3	14
O=C(O)CCC(=O)Nc1ccc(-c2csc(Nc3cccc4ccccc34)n2)cc1	.	2	88	101	0	14	102	10	-2
CCOc1cc(S(=O)(=O)n2cnc(C)c2)ccc1Cl	0.1	-6	89	97	0	6	114	1	-7
COCCN(C(=O)COC(=O)COc1ccc(Cl)c(C)c1)c1c(N)n(Cc2ccccc2)c(=O)[nH]c1=O	0.1	4	95	94	0	-24	98	-3	5
COc1ccc(CCNC(=O)c2ccc(N3CCCC3=O)cc2)cc1OC	-1.9	-1	94	91[may fluoresce red]	0	4	88[may fluoresce red]	2	10

Of the compounds above, these contain a thiophene ring, fused or not.
SMILES	MEX-5 binding	GLD-1 TGE inh	CR mimetic SO	AGP1-GFP MLPCN	GRK2 aptamer HTS	MCL1 BIM primary	CIT2-GFP yeast	BCLXL inh	VLA-4 inh
CC1CCc2c(sc(/N=C/N(C)C)c2C#N)C1 (centres undefined)	-0.7	8	95	94	3	3	96	-2	11
Cc1scc(C(=O)NNC(=S)NCC2CCCO2)c1C (centres undefined)	-2.4	-6	88	110	2	1	101	-5	-4
Cc1cccc(C)c1NC(=O)CNC(=O)COC(=O)c1ccc(Cl)s1	.	9	94	80	1	.	85	.	5
COc1ccc(CCNC(=O)c2csc3c2CCCC3)cc1	0.2	-4	96	80	1	9	76	3	-10

More records:
SMILES	MEX-5 binding	GLD-1 TGE inh	CR mimetic SO	AGP1-GFP MLPCN	GRK2 aptamer HTS	MCL1 BIM primary	CIT2-GFP yeast	BCLXL inh	VLA-4 inh
COc1ccc(-c2cc(Nc3ccccc3NC(=O)C(F)(F)F)n(CCC#N)n2)cc1	-0.6	-9	95	105	0	0	100	3	13
Cc1cc(C)nc(N2CCC(C(=O)NNC(=O)Cc3ccccc3)CC2)n1	0.0	-1	114	108	3	10	83	2	-2
Cc1c(OC(C)C(=O)N2C[C@H]3C[C@@H](C2)c2cccc(=O)n2C3)ccc2c3c(c(=O)oc12)CCCC3 (some centres undefined)	-0.3	-1	106	98	0	4	93	4	0
CCN1CCC2(CCN(C(=O)c3cc(COc4cc(C)ccc4C)on3)C2)C1 (centres undefined)	1.7	-4	95	101	0	-11	113	-2	8
CC(C)C[C@@H]1CN=C(N)N1C[C@@H]1CCCN1C[C@@H](C(C)C)N1C[C@@H](Cc2ccccc2)N(CCCC2CCCC2)C1=N	.	0	102	102	0	.	97	.	-13
CCOC(=O)c1ccccc1NC(=O)c1c(O)c2ccccc2n(CC)c1=O	0.4	-5	100	116	1	7	100	3	4
CCOc1ccccc1N1CCN(C(=O)c2ccc(-c3ccc(OC(C)=O)cc3)cc2)CC1	-0.8	4	95	99	3	3	109	6	-9
O=C(CSc1nnc2c(n1)[nH]c1ccccc12)Nc1cccc(S(=O)(=O)N2CCOCC2)c1	-1.2	-5	106	101	1	0	97	-3	-10
COC(=O)c1c(C)[nH]c(C(=O)OCC(=O)NCC(C)C)c1C	1.0	0	88	107	2	-17	96	-10	15
CN(C)c1nc(-c2ccccc2)nc(-c2ccc(Cl)cc2)c1C#N	0.0	-1	92	100	0	3	101	6	16
Cn1cnc([N+](=O)[O-])c1Nc1ccccc1O	-1.5	-5	99	98	3	5	92	2	1
Cc1c(Br)c(C(N)=O)nn1C	0.8	7	120	103	1	0	101	3	0
COc1ccc(Br)cc1/C=C\C(=O)NCc1cccnc1	-0.3	0	77	101	3	-1	102	6	8
O=C(NCCN1CCCCCC1)C1CCN(S(=O)(=O)N2CCOCC2)CC1	-7.5	4	97	101	0	5	102	8	18
O=C(OCc1ccccc1Cl)c1ccc(-n2cnnc2)cc1	-0.1	2	105	101	4	-2	84	-2	2
O=C(CN1CCN(Cc2ccc3c(c2)OCO3)CC1)Nc1ccc2c(c1)OCO2	0.6	-3	101	100	0	3	88	6	-4
COc1cc(C2NC(=O)NC(c3ccccc3)=C2C(C)=O)c(Br)c(Br)c1O (centres undefined)	1.8	0	101	108	8	3	121	2	20
CC(C)C(=O)NN1c2ccccc2CCc2ccccc21	3.6	8	88	115	2	2	99	5	0
Fc1ccc(CNC(=S)NCc2ccccc2)cc1	-1.9	3	101	89	0	-6	88	-2	-15
Cc1ccc(-c2csc(NC(=O)c3ccco3)n2)cc1C	-3.6	3	82	84	.	-1	91	-3	3
Fc1ccc(N2CCN(Cc3nnc(-c4ccccc4)o3)CC2)cc1	-1.3	-1	89	100	0	13	104	4	-2
Nc1ncnc(Nc2cccc(Cl)c2Cl)n1	0.1	-2	92	103	3	14	93	1	0
C/C(=N\NC(=O)C1CC1)c1cccc(NC(=O)c2cccc(Cl)c2)c1	2.2	-2	141	99	0	3	88	1	6
Cc1cc(OCCn2cc(/C(N)=N/O)c3ccccc32)ccc1Cl	-0.8	2	93	102	0	7	100	4	-14
Cc1c(OC(=O)c2ccc([N+](=O)[O-])cc2)c2c(c[n+]1C)COC(C)(C)OC2	-9.3	21	93	70	6	6	75	17	4
NC(=O)C1CCN(C(=O)CCc2nc3sc4c(c3c(=O)[nH]2)CCCC4)CC1	0.0	-8	98	94	6	34	90	14	7

High-throughput results as filed in PubChem BioAssay.

No enrichment for hits, and some 2.1% of all compounds hit somewhere here.
